FXIa inh = inhibitors of human coagulation factor XIa; 220,000 compounds, 0.14% hits; inhibition, % at 5 µM; P03951; purified FXIa, Boc-Glu-Ala-Arg-AMC fluorogenic substrate;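 active = inhibition of at least 40%; inactive = inhibition below 40%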;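 note: fluorescence of freed AMC excited at 355 nm; 0% = enzyme without compound and 100% = no enzyme blank; many of its hits are not listed in these tables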
Target sequence (P03951 19-387 limits assumed): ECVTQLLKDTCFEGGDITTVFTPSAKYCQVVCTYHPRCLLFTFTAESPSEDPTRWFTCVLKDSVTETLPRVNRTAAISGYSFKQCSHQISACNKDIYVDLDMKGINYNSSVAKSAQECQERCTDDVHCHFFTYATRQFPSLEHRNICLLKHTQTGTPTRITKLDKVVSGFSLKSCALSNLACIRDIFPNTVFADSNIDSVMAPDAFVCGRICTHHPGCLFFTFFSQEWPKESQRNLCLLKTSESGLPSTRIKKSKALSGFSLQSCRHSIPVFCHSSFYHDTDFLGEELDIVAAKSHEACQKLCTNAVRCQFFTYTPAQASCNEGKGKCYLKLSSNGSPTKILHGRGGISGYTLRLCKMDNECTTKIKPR
Target sequence (P03951 388-625 limits assumed): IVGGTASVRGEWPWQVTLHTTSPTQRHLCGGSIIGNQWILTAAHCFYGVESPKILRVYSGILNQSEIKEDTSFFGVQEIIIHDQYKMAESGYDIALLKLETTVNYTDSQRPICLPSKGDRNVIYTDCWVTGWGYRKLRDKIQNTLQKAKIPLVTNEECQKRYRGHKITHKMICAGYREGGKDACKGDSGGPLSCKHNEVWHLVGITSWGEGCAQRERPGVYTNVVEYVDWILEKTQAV
CHOP inh = blocks CHOP induction under ER stress. CHO-K1 CHOP-promoter luciferase, tunicamycin-induced, 15-18 h. inhibition, % at 10 µM. 220,000 compounds, 3.8% hits;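 active = compounds that reduced the stress-induced luciferase reporter signal by more than about 70% of percent inhibition, limit read from the data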;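 note: 0% = tunicamycin plus vehicle and 100% = wells without tunicamycin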
FXIIa inh = inhibitors of human coagulation factor XIIa; purified FXIIa, Boc-QGR-AMC fluorogenic substrate, 2 h; inhibition, % at 5 µM; 220,000 compounds, 0.3% hits; AID 800; in the data active = inhibition above about 40%;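 note: 0% = enzyme with no compound and 100% = blank without enzyme; many of its hits are not listed in these tables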
TbHK1 inh = blocks Trypanosoma brucei hexokinase 1 activity; inhibition, % at 10 µM; recombinant TbHK1, G6PDH-coupled NADH A340; 220,000 compounds, 0.11% hits; AID 1430;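 active = inhibition of 50% or more in the single-dose primary screen; inactive = inhibition below 50%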
PPC-1+TRAIL kill = compounds killing PPC-1 cancer cells with TRAIL present (potentiator screen, no TRAIL-free arm). PPC-1 cells + TRAIL, ATPLite viability luminescence. cell killing (% activity), % at 4 µM. 220,000 compounds, 0.41% hits;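 active = cell killing above 50% in the first pass at 4 µM, then a duplicate retest at 5 µM averaging 50% or more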;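 note: plate controls were cells with TRAIL plus DMSO for no effect and medium-only wells lacking cells for full effect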
Wee1 degr inh = inhibitors of human Wee1 degradation; 220,000 compounds, 1.2% hits; P30291; HeLa Luc-Wee1K328M stability, luciferase luminescence; 100% = proteasome inhibitor MG132 effect; reporter increase, % at 5 µM;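 active = activation above the mean of all tested compounds plus 3 SD, set per screening run, cut at about 8.8% in these data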;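 note: cells exposed to compound for 20 h before luminescence read; 0% = DMSO alone and 100% = MG132 at 30 µM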
EP2 antag = inhibitors of human EP2 prostaglandin E2 receptor. inhibition, % at 25 µM. P43116. 260,000 compounds, 0.52% hits. C6 glioma cells expressing human EP2, cAMP TR-FRET; cells stimulated with saturating PGE2;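 active = percent inhibition above 40 after rounding to a whole number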;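 note: rat C6 glioma host cells with rolipram phosphodiesterase inhibitor present; the protocol text gives 20 µM as final concentration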
Target sequence (P43116 whole entry, looked up): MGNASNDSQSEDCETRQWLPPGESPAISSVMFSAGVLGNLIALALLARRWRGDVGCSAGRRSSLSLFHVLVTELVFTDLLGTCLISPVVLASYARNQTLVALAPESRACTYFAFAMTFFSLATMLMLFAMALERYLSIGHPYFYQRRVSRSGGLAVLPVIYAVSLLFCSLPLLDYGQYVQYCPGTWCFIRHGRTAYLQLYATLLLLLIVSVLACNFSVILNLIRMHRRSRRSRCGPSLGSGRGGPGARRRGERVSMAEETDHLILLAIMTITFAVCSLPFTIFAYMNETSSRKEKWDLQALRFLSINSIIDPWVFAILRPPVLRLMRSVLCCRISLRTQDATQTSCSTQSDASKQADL
TNF necrop inh = inhibitors of TNF-alpha induced necroptosis in Jurkat FADD-/- cells. activation (protection from cell death), % at 10 µM. Jurkat FADD-/- TNF necroptosis rescue, ATP luminescence, 24 h; 0 = TNF only, 100 = no-TNF cells. AID 463075. 220,000 compounds, 0.068% hits;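 active = activation, meaning protection from cell death, of at least 50% relative to plate controls; inactive = activation below 50%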;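 note: necroptosis triggered by 40 ng/mL TNF-alpha added together with compound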
zVAD death inh = L929 zVAD cell death inhibition; L929 zVAD necroptosis rescue, ATP luminescence, 24 h; with zVAD 60 µM; viability rescue, % at 10 µM; 220,000 compounds, 0.38% hits;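 active = activation, scaled between plate controls, above about 75%, limit read from the data; inactive = activation under that limit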;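 note: 0% = zVAD with DMSO and 100% = DMSO alone without zVAD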
Numbers without * were called inactive; . = not tested or not shown; & = joins results of further samples. A portion of the library; rates above refer to the full screens.

Sequence of screens: EP2 antag	TNF necrop inh	TbHK1 inh	FXIa inh	PPC-1+TRAIL kill	CHOP inh	Wee1 degr inh	zVAD death inh	FXIIa inh
- CC(C(=O)Nc1cc([N+](=O)[O-])ccc1Cl)N1CCN(c2ccccc2)CC1 (stereo unspecified)
 : 9	3.4	0	8	-12	30	1	-0.7	12
- Cc1cccc(-n2nc(C)c3c2NC2=C(C(=O)CCC2)C3c2ccccn2)c1 (stereo unspecified)
 : 4	-0.5	2	5	10	26	-1	-0.7	12
- CSc1nc(SC)c2c3c(oc2n1)COC(C)(C)C3
 : .	1.4	-3	2	25	58	-2	1.4	7
- COc1cc(CNc2cccc(F)c2)cc(Br)c1O
 : 2	-1.3	-3	5	7	46	-1	0.2	10
- CNC(=O)CSc1nc2c([nH]c3ccccc32)c(=O)n1CCOC
 : 1	-3.4	-2	-4	-2	-12	4	9.3	4
- CC1(C)CC(NC(=O)CSc2ccccc2)CC(C)(C)N1
 : 13	0.7	-6	0	7	3	-2	2.9	5
- CCOC(=O)CNC(=O)C1(c2ccccc2)CCCC1
 : 12	0.8	-7	-3	-12	18	-1	0.4	11
- CCc1c(C)sc(NC(=O)OC)c1C(N)=O
 : 3	-4.2	5	3	14	-7	1	0.2	12
- Fc1ccc(OCCCCN2CCOCC2)cc1
 : 6	0.6	9	-1	.	-3	3	3.0	4
- N#C/C(=C\c1ccc(N2CCOCC2)o1)c1nc2ccccc2[nH]1
 : 42*	-0.7	-5	6	14	33	-1	2.9	18
- CCON1C(=O)C(C)(C)N(OCC)C(=O)C1(C)C
 : 8	-0.9	9	-2	-7	10	-1	0.6	7
- CC1CCN(C(=O)CSc2nnc(CNc3ccc(F)cc3)n2Cc2ccco2)CC1
 : 15	-0.1	0	-6	9	10	0	0.3	8
- Cc1cc(Nc2ccc3c(c2)OCCO3)n2ncnc2n1
 : 6	-1.1	-5	-6	-4	2	0	0.4	6
- COC(=O)C1=C(C)N=C2SCCC(=O)N2C1c1cccs1 (stereo unspecified)
 : 9	-0.9	-7	-1	-9	11	0	0.5	14
- CCCCOCCCNC(=O)c1c(-c2ccccc2)noc1C
 : 5	0.0	1	-10	-2	27	-1	0.5	1
- O=c1[nH]c2c(s1)C(c1ccccc1)C1C3CCC(C3)C1S2 (stereo unspecified)
 : 16	1.7	-1	6	11	66	-1	0.2	16
- CN1CCN(C(=O)CN2C(=O)CC(C)(C)S(=O)(=O)c3ccccc32)CC1
 : 3	0.9	-1	-1	12	-16	-2	0.2	9
- CCSC1=C(C#N)C(c2cccc(Br)c2)CC(=O)N1 (stereo unspecified)
 : 8	-1.0	-2	1	16	50	0	-0.8	-3
- CCOC(=O)c1c(N)sc(C(O)(C(F)(F)F)C(F)(F)F)c1-c1ccc(OC)cc1OC
 : 7	0.9	26	6	10	68	0	39	12
- CN(CC(=O)Nc1cc(S(=O)(=O)N2CCCC2)ccc1Cl)Cc1cccs1
 : 8	0.2	-6	-1	5	12	0	-0.1	11

Continuation:
Sequence of screens: EP2 antag	TNF necrop inh	TbHK1 inh	FXIa inh	PPC-1+TRAIL kill	CHOP inh	Wee1 degr inh	zVAD death inh	FXIIa inh
- CCCCN(Cc1ccccc1)S(=O)(=O)c1ccc2[nH]c(=O)oc2c1
 : 5	-0.8	14	6	26	52	-1	-0.3	17
- CCN(CC)CCN1C(=O)C(=O)/C(=C(/O)c2ccc(F)cc2)C1c1ccncc1 (stereo unspecified)
 : 6	0.7	-8	10	-7	2	-1	0.8	9
- Nc1ccc(Oc2ccc(Br)cc2)cc1
 : 3	-9.5	-5	-1	6	5	6	0.0	7
- COc1cccc(NC(=O)C(C#N)Cc2ccncc2)c1 (stereo unspecified)
 : 2	2.9	37	18	27	10	4	0.2	27
- Cc1c(C)[n+](=O)c(-c2cccs2)c(C)n1[O-]
 : 14	-1.5	-2	-7	27	19	1	-0.1	-7
- O=C(NCCCN1CCOCC1)C(=O)N/N=C/c1ccccc1O
 : 13	0.2	-32	13	0	30	0	1.2	5
- CCOC(=O)c1ccc2ncc(-c3ccccc3)nc2c1
 : 10	0.1	-4	-2	24	-8	18*	76*	7
- Cc1ccc(NC(=O)CN2CCC(C(=O)c3ccc(F)cc3)CC2)cc1
 : 6	0.2	1	-5	24	36	0	1.3	4
- CCOc1ccccc1N1Cc2cc(C)c(C)cc2C1
 : 9	-0.3	5	-1	0	16	0	0.4	7
- COc1nc(N(c2ccccc2)c2ccccc2)nc(-n2ccnc2)n1
 : 27	-5.2	5	-1	0	10	-1	0.7	-1
- CN1CCN(NC(=S)Nc2ccc(OC(F)F)cc2)CC1
 : 10	0.5	0	-1	28	13	0	2.8	.
- CCN1CCN(C(c2ccccc2OC)c2nnnn2C2CCCCC2)CC1 (stereo unspecified)
 : 13	1.0	-2	4	14	7	0	-0.4	17
- Clc1cccc(CSc2ccc(-c3ccco3)nn2)c1
 : 5	2.6	2	1	25	-2	4	0.0	10
- Cc1cc(/C=N/NC(=O)c2ccsc2)c(C)n1-c1cnccn1
 : 3	-1.1	-22	2	14	15	-3	1.2	6
- COc1cc2nc(C3CCC3)n(NC(=O)C3CCC3)c(=O)c2cc1OC
 : 10	2.3	-1	20	5	-2	0	0.0	26
- CN1CCN(C(=O)C2=C[C@H](c3coc4ccccc4c3=O)C[C@H](OCCCCO)O2)CC1
 : 8	0.9	-9	-3	0	24	2	0.8	1
- O=S(=O)(Nc1cccc2nsnc12)c1ccccc1
 : 21	-1.0	14	-6	-15	55	-1	0.2	1
- COc1ccccc1NC(=S)NCc1ccc(S(N)(=O)=O)cc1
 : 4	0.6	2	2	21	-5	1	0.4	10
- CCC(CC)NC(=O)COC(=O)CCC(=O)c1cccs1
 : 6	1.5	-1	-6	17	5	1	1.5	-1
- COc1ccc(C(=O)CC(c2ccccc2)S(=O)(=O)c2ccc(C)cc2)cc1 (stereo unspecified)
 : 8	3.4	31	3	17	3	1	1.2	8

Given as tab-separated lines: part of the list above.
structure	EP2 antag	TNF necrop inh	TbHK1 inh	FXIa inh	PPC-1+TRAIL kill	CHOP inh	Wee1 degr inh	zVAD death inh	FXIIa inh
CCCCN(Cc1ccccc1)S(=O)(=O)c1ccc2[nH]c(=O)oc2c1	5	-0.8	14	6	26	52	-1	-0.3	17
CCN(CC)CCN1C(=O)C(=O)/C(=C(/O)c2ccc(F)cc2)C1c1ccncc1 (stereo unspecified)	6	0.7	-8	10	-7	2	-1	0.8	9
Nc1ccc(Oc2ccc(Br)cc2)cc1	3	-9.5	-5	-1	6	5	6	0.0	7
COc1cccc(NC(=O)C(C#N)Cc2ccncc2)c1 (stereo unspecified)	2	2.9	37	18	27	10	4	0.2	27
Cc1c(C)[n+](=O)c(-c2cccs2)c(C)n1[O-]	14	-1.5	-2	-7	27	19	1	-0.1	-7
O=C(NCCCN1CCOCC1)C(=O)N/N=C/c1ccccc1O	13	0.2	-32	13	0	30	0	1.2	5
CCOC(=O)c1ccc2ncc(-c3ccccc3)nc2c1	10	0.1	-4	-2	24	-8	18*	76*	7
Cc1ccc(NC(=O)CN2CCC(C(=O)c3ccc(F)cc3)CC2)cc1	6	0.2	1	-5	24	36	0	1.3	4
CCOc1ccccc1N1Cc2cc(C)c(C)cc2C1	9	-0.3	5	-1	0	16	0	0.4	7
COc1nc(N(c2ccccc2)c2ccccc2)nc(-n2ccnc2)n1	27	-5.2	5	-1	0	10	-1	0.7	-1

The list goes on:
Sequence of screens: EP2 antag	TNF necrop inh	TbHK1 inh	FXIa inh	PPC-1+TRAIL kill	CHOP inh	Wee1 degr inh	zVAD death inh	FXIIa inh
- O=P(c1ccc2c(c1)OCCO2)(N1CCOCC1)N1CCOCC1
 : 8	-2.5	8	1	8	-7	-2	-0.3	6
- COc1ccc(C2CC(c3ccc(F)cc3)Nc3nc(N)nn32)cc1OC (stereo unspecified)
 : 8&11	0.0	-6	-8	10	-25	-3	0.7	2
- O=[N+]([O-])c1ccc(NC(=S)N2CCN(c3ccccc3)CC2)cc1
 : 7	-0.5	-12	-7	6	27	2	-0.1	3
- O=C1CSC(=S)N1/N=C/c1ccc(O)c(O)c1O
 : 5	-5.7	50*	6	25	21	6	-0.3	10
- Cc1c(Cl)cccc1Nc1nc(N)nc(CSc2ncccn2)n1
 : 5	-2.4	-2	2	-10	69	6	-0.2	11
- COCCn1c(=O)[nH]c(=O)c2cc(C(=O)c3cc(OC)ccc3O)cnc21
 : 12	0.9	-16	-8	24	6	0	0.7	0
- Cc1cc(C)c(S(=O)(=O)c2ccc(Cl)cc2)c(Cl)n1
 : 4	-0.3	-1	-2	-4	32	-3	0.5	7
- C/C(=N\NC(=S)NCCc1ccccc1)c1ccc(C#N)cc1
 : 4	-2.0	-20	-7	10	42	2	0.1	2
- COC(=O)c1ccccc1NC(=O)Cn1cnc2ccc(S(=O)(=O)N3CCC(C)CC3)cc2c1=O
 : 7	1.0	-7	10	-4	10	2	1.3	25
- Cc1ccc(C(=O)NNC(=S)NC(=O)c2ccc(Cl)cc2)cc1
 : 7	-6.9	2	-6	-5	94*	4	0.7	1
- CC1=CC(C)C(COC(=O)CN2CCCCC2)C(C)C1 (stereo unspecified)
 : 14	3.7	-5	2	-9	0	-1	0.1	5
- O=C(C1CC1)N1CCC(c2nc(-c3ccc(S(=O)(=O)NCC4CCCO4)cc3)no2)CC1 (stereo unspecified)
 : 10	-5.8	-1	-10	15	.	-4	-0.2	9
- CC1Cc2ccccc2N1C(=S)Nc1ccc(S(N)(=O)=O)cc1 (stereo unspecified)
 : 7	0.4	24	2	11	46	8	1.3	9
- O=C(Nc1ccccc1)C1=C[C@H](c2coc3ccccc3c2=O)C[C@H](OCCCCO)O1
 : 11	-0.1	-7	0	2	-1	1	0.9	8
- CCCc1nnc(SCc2ccc(C(=O)OC)o2)n1N
 : 8	0.0	2	-12	16	-11	3	2.6	-2
- Cc1cc(C)n2c(Br)c(CSc3nc4ccccc4s3)nc2n1
 : 10	-4.0	-8	17	20	5	0	0.5	11
- O/N=C(\c1ccc(Cl)cc1Cl)c1ncc(C(F)(F)F)cc1Cl
 : 17	3.4	7	-5	-9	107*	0	0.8	7
- CCCCN(CCCC)CC1OCc2ccccc2CO1
 : 12	0.0	3	-8	-23	13	1	-0.6	-8
- COCc1cc(C)nc2sc3c(=O)n(-c4cccc5ccccc45)nnc3c12
 : 11	-2.3	-17	-2	3	14	0	0.5	13
- Cc1ccc(-c2noc(CCC(=O)Nc3cccc(C#N)c3)n2)cc1
 : 13	-0.7	5	-3	1	33	2	0.2	8

Later entries.
Sequence of screens: EP2 antag	TNF necrop inh	TbHK1 inh	FXIa inh	PPC-1+TRAIL kill	CHOP inh	Wee1 degr inh	zVAD death inh	FXIIa inh
- CCn1nc2cc(C(=O)NCCc3cccs3)ccc2c1OC
 : 6	-1.6	-3	-1	24	-10	6	0.2	12
- C[C@@H]1CCC[C@H](C)N1NC(=O)c1ccc(Cl)c(S(N)(=O)=O)c1
 : 10	1.0	-2	4	3	-1	2	-0.4	12
- COc1ccc(OC)c(N2CC(O)=C(c3nc4ccccc4s3)C2=N)c1
 : 11	0.4	-11	1	19	6	0	2.8	9
- C=CCOc1ccc(C2NC(=S)NC3=C2CCc2ccccc23)cc1 (stereo unspecified)
 : 6	-5.3	-12	7	13	10	3	0.6	2
- O=C(NNc1ccccc1)C(=O)NNS(=O)(=O)c1ccc(CCCl)cc1
 : 7	-0.7	29	5	0	0	-1	-0.2	2
- COc1ccc(-c2csc3nc(-c4cccnc4)nc(Cl)c23)cc1OC
 : 12	-5.2	-9	2	28	55	-1	1.1	9

Source: PubChem BioAssay
